# Screens: PubChem, several laboratories
# human PMI inhibition: MPI enzyme activity inhibition – biochemical, fluorescence intensity, coupled assay, primary screen (AID 1209); one-dose inhibition, % at 20 µM; IC50 in µM for titrated hits; purified PMI enzyme, coupled fluorescence intensity; higher % means a stronger effect; hit rate 0.42% among 190,000;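 further: plate controls were DMSO vehicle for no effect and wells lacking substrate for full effect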
# RSV CPE inhibition: RSV antiviral activity via CPE protection, HEp-2 cells, primary 10 µM value included (AID 2391). HEp-2 cells, RSV-induced CPE inhibition; higher % means a stronger effect. CPE inhibition, % at 10 µM; hits with a dose series show IC50 in µM. hit rate 0.13% among 310,000; in the data active means a potency from the dose series; inconclusive means CPE inhibition mostly from about 23% at the one dose, without a potency; inactive means the rest, 99 in 100 with CPE inhibition below about 21%; further: strong numbers were not always called active
# ER stress rescue: protection against thapsigargin-triggered cell killing – 384-well, CSM14.1, ATP luminescence, primary screen (AID 1222). CSM14.1 thapsigargin-induced death rescue, ATP luminescence; higher % means a stronger effect. one-dose cellular ATP content (survival), % at 20 µM; EC50 in µM for titrated hits. 190,000 tested, under 10 active;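 active means EC50 below 50 µM in the dose-response confirmation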;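 further: death triggered by thapsigargin at about 15 µM added after 2 h compound pretreatment; cell ATP read after overnight thapsigargin exposure of roughly 18 to 22 hours; normalized against plate controls of thapsigargin alone and 5% DMSO vehicle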
# PMI inhibition: MPI inhibition at elevated mannose 6-phosphate – biochemical, fluorescence intensity, high mannose 6-phosphate, primary screen (AID 1220) | recombinant PMI enzyme, coupled fluorescence intensity; higher % means a stronger effect | inhibition, % at 20 µM; hits with a dose series show IC50 in µM | hit rate 0.66% among 190,000
# Salmonella PhoP GFP: PhoP-dependent GFP reporter repression – Salmonella Typhimurium, primary screen (AID 1863). inhibition, % at 50 µM; hits with a dose series show IC50 in µM. hit rate 0.16% among 300,000. S. Typhimurium PhoP-regulated promoter GFP reporter, 4 h; higher % means a stronger effect;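 active means inhibition over 29.93%, a cutoff 3 SD above the screen mean, later confirmed by dose response; inconclusive means inhibition over 29.93% but no dose response follow-up; inactive means inhibition at most 29.93% or unconfirmed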;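 further: 0% = low Mg2+ inducing control and 100% = high Mg2+ repressing control; strong numbers were not always called active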
# Large T inhibition: TAg ATPase/helicase activity blockers – biochemical (AID 1903); SV40 large T antigen ATPase/helicase inhibition assay; higher % means a stronger effect; inhibition, % at 20 µM; hits with a dose series show IC50 in µM; hit rate 0.39% among 310,000; in the data active means a potency from the dose series; inconclusive means inhibition mostly from about 32% at the one dose, without a potency; inactive means the rest, 99 in 100 with inhibition below about 32%; further: strong numbers were not always called active
# TNAP activation fold: stimulation of alkaline phosphatase TNAP activity – biochemical, luminescent, no phosphate acceptor, uHTS, primary screen (AID 1001); purified TNAP, luminescent activation assay, no phosphate acceptor; higher activation fold means a stronger effect; one-dose activation fold at 20 µM; EC50 in µM for titrated hits; hit rate 0.03% among 200,000; in the data active means activation fold from about 3, or a potency from the dose series; inactive means the rest, 99 in 100 with activation fold below about 1.6; further: many of its hits are not listed in these tables
# Insulin prom up: MIN6 insulin promoter up-regulation; MIN6 insulin promoter-GFP reporter, high-content imaging; active compounds read high; z-score at 5 µM; hit rate 0.3% among 190,000;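 active means z-score above 3 at 5 µM with at least 500 cells counted in the well; inconclusive means wells under 500 cells, flagged as cytotoxic or low count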
# West Nile antiviral: West Nile virus antiviral activity, cell-based, CPE readout (AID 1621) | West Nile virus-infected cells, CPE inhibition; higher % means a stronger effect | CPE inhibition, % at 10 µM; hits with a dose series show IC50 in µM | hit rate 0.02% among 290,000; in the data active means a potency from the dose series; inconclusive means CPE inhibition mostly from about 3.7% at the one dose, without a potency; inactive means the rest, 99 in 100 with CPE inhibition below about 2.2%; further: strong numbers were not always called active
# Insulin prom up cell count: recorded beside Insulin prom up, whose call it bears; cell count; measured here: cytotoxicity, nuclei count;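 total cells summed across four imaged fields per well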
# Starred values were filed as active, the others as inactive; ? = inconclusive; . = not tested or not shown. Unless noted, no stated cut-off is given here; in the data, active means inhibition above about 50%; inactive means the rest.
SMILES	human PMI inhibition	RSV CPE inhibition	ER stress rescue	PMI inhibition	Salmonella PhoP GFP	Large T inhibition	TNAP activation fold	Insulin prom up	Insulin prom up cell count	West Nile antiviral
CC(C(=O)Nc1ccccc1Br)N1c2cccc3cccc(c23)S1(=O)=O (centres undefined)	.	?	.	.	-1%	5%	.	.	.	-0.6%
C/C(N)=C(/C#N)C(=O)COC(=O)CCSc1ccccc1	17%	5.1%	.	15%	-1%	21%	1.1	1.1	1188	-0.3%
NC(=O)c1ccsc1NC(=O)CN1C(=O)C2CC=CCC2C1=O (centres undefined)	9%	1.4%	0.4%	11%	4%	1%	1.1	1	1423	0.3%
O=C(CCc1nnc(CCc2ccccc2)o1)N1CCCC1c1nccs1 (centres undefined)	9%	-1.4%	-1.0%	5%	5%	22%	1.1	0.36	1524	0.1%
CCC(C)NC(=O)CSc1nc2ccsc2c(=O)n1-c1ccc(OC)cc1 (centres undefined)	11%	1.8%	-0.8%	9%	11%	-5%	1.2	-0.72	1385	-0.3%
N#Cc1cnc(SCC(=O)Nc2ccccc2C(F)(F)F)nc1N	0%	1.1%	-2.1%	-4%	-1%	10%	1.1	.	.	0.1%
O=C(COC(=O)c1cc(-c2ccc(F)cc2)nc2ccccc12)NCC1CCCO1 (centres undefined)	-6%	2.9%	-1.3%	-6%	2%	12%	0.9	-0.24	1244	-0.6%
COc1ccc(CNC(C)C(=O)Nc2ccc3ccccc3c2)cc1OC (centres undefined)	9%	0.6%	0.1%	10%	-4%	0%	1	-0.85	1225	-0.5%
CSc1nsc(SCC(=O)Nc2cccc(C(C)=O)c2)n1	7%	2.4%	0.6%	8%	-7%	2%	1.2	-0.02	1805	1.1%
CC(C)n1cc(/C=N\NC(=O)c2cc3c(ccc4ccccc43)o2)c2ccccc21	13%	.	-0.3%	13%	0%	24%	1.1	-0.2	1233	0.3%
N#C/C(=C/c1ccc(-c2cc([N+](=O)[O-])ccc2Cl)o1)C(N)=O	.	56%	.	.	-10%	7%	.	0.42	879	0.6%
CCOc1cc(C(=O)Nc2cc3c(cc2N2CCCC2)n(C)c(=O)n3C)cc(OCC)c1OCC	.	8.1%	.	.	-9%	15%	.	.	.	1.5%
COC(=O)c1cc(-c2c[nH]c3ccccc23)n[nH]1	12%	2.4%	-2.6%	14%	-12%	10%	0.1	.	.	0.1%
CN(C)C(=O)c1ccc(NC(=O)c2ccccc2Sc2ccccc2C#N)cc1	4%	4.0%	-0.5%	-5%	-10%	13%	1.2	0.17	1298	0.1%
Cc1c(C(=O)Nc2ccc(Cl)cc2)c2ccccn2c1CCc1ccncc1	-30%	15%	-2.1%	-22%	22%	17%	1.1	-0.59	1161	-1.4%

# By substructure: those above with nitrogen in an aromatic ring (nine)
SMILES	human PMI inhibition	RSV CPE inhibition	ER stress rescue	PMI inhibition	Salmonella PhoP GFP	Large T inhibition	TNAP activation fold	Insulin prom up	Insulin prom up cell count	West Nile antiviral
O=C(CCc1nnc(CCc2ccccc2)o1)N1CCCC1c1nccs1 (centres undefined)	9%	-1.4%	-1.0%	5%	5%	22%	1.1	0.36	1524	0.1%
CCC(C)NC(=O)CSc1nc2ccsc2c(=O)n1-c1ccc(OC)cc1 (centres undefined)	11%	1.8%	-0.8%	9%	11%	-5%	1.2	-0.72	1385	-0.3%
N#Cc1cnc(SCC(=O)Nc2ccccc2C(F)(F)F)nc1N	0%	1.1%	-2.1%	-4%	-1%	10%	1.1	.	.	0.1%
O=C(COC(=O)c1cc(-c2ccc(F)cc2)nc2ccccc12)NCC1CCCO1 (centres undefined)	-6%	2.9%	-1.3%	-6%	2%	12%	0.9	-0.24	1244	-0.6%
CSc1nsc(SCC(=O)Nc2cccc(C(C)=O)c2)n1	7%	2.4%	0.6%	8%	-7%	2%	1.2	-0.02	1805	1.1%
CC(C)n1cc(/C=N\NC(=O)c2cc3c(ccc4ccccc43)o2)c2ccccc21	13%	.	-0.3%	13%	0%	24%	1.1	-0.2	1233	0.3%
CCOc1cc(C(=O)Nc2cc3c(cc2N2CCCC2)n(C)c(=O)n3C)cc(OCC)c1OCC	.	8.1%	.	.	-9%	15%	.	.	.	1.5%
COC(=O)c1cc(-c2c[nH]c3ccccc23)n[nH]1	12%	2.4%	-2.6%	14%	-12%	10%	0.1	.	.	0.1%
Cc1c(C(=O)Nc2ccc(Cl)cc2)c2ccccn2c1CCc1ccncc1	-30%	15%	-2.1%	-22%	22%	17%	1.1	-0.59	1161	-1.4%

# More records:
SMILES	human PMI inhibition	RSV CPE inhibition	ER stress rescue	PMI inhibition	Salmonella PhoP GFP	Large T inhibition	TNAP activation fold	Insulin prom up	Insulin prom up cell count	West Nile antiviral
CCOC(=O)N1CCN(C(=O)C(CC)n2nc(C)c3sc4ccccc4c3c2=O)CC1 (centres undefined)	-6%	11%	4.3%	34%	-8%	3%	1.1	.	.	-0.2%
CCCNS(=O)(=O)c1ccc(CCC(=O)NCc2cccnc2)cc1	7%	1.3%	1.7%	7%	1%	14%	1.1	0.81	1276	0.7%
O=Cc1c(NCc2ccccc2F)c2ccccc2[nH]c1=O	.	2.0%	.	.	2%	15%	.	.	.	-0.5%
Cc1ccc2c(c1)nnn2C1CCN(CC(=O)N2c3ccccc3CC2C)CC1 (centres undefined)	13%	?	-0.7%	3%	-2%	1%	1	0.51	1587	-0.2%
CC(C)NCC(O)COCCOc1ccc(Br)cc1 (centres undefined)	7%	-0.3%	-0.7%	-13%	4%	-2%	1	-0.36	1289	0.6%
CC(=O)Nc1ccc(C(=O)NNS(=O)(=O)c2ccc(C)cc2)cc1	4%	1.8%	-0.8%	2%	-1%	-2%	1.1	0.21	1518	-0.5%
CN(c1ccc([N+](=O)[O-])cc1C(=O)Nc1ccccc1)C1CCCCC1	14%	-1.1%	-0.6%	2%	6%	-4%	1	-0.21	1414	-0.4%
CCOC(=O)CCNC(=O)CNC(=O)OCc1ccccc1	3%	0.2%	-0.9%	1%	16%	16%	1.2	-4.2	697	0.3%
CCOc1ccc(N(CC(=O)NCCc2ccccc2)C(=O)CCC(=O)Nc2cc(C)ccn2)cc1	.	0.4%	.	.	6%	7%	.	.	.	-0.8%
CCC1(C)OCC(Cn2c3ccccc3c3ccccc32)O1 (centres undefined)	7%	-0.2%	-2.2%	4%	3%	4%	1.1	.	.	0.7%
CCn1cnc2c1c(=O)n(Cc1csc(-c3ccccc3)n1)c(=O)n2Cc1ccccc1	4%	19%	-0.7%	11%	-5%	3%	1.2	0.08	1148	-0.3%
Cc1ccccc1NC(=O)COc1ccc(S(=O)(=O)N2CCCC2)cc1C	.	1.4%	.	.	-9%	7%	.	.	.	2.4%
Cc1ccc(C(=O)NC=C(Cl)Cl)cc1	5%	7.2%	-1.0%	10%	-6%	4%	1	1.9	1338	0.3%
COc1ccc(-c2noc(-c3ccc(Cl)cc3)n2)cc1	11%	2.0%	.	3%	.	.	1.2	0.07	1334	1.1%
CCOC(=O)c1c(NC(=O)CSc2nc3cccnc3n2C)sc(C(C)=O)c1C	5%	2.2%	-2.0%	14%	-6%	7%	1	-0.59	1047	0.7%
CC(NC(=S)NNS(=O)(=O)c1cccc([N+](=O)[O-])c1)c1ccccc1 (centres undefined)	.	0.1%	.	.	-6%	28%	.	.	.	-0.5%
CCn1c(C(=O)O)c(CC(=O)Nc2ccccc2F)c2ccccc21	6%	2.1%	-0.7%	10%	-8%	7%	1.1	.	.	0.7%
CC(=O)C12OC1CC1C3CCC4=CC(=O)CCC4(C)C3CCC12C (centres undefined)	.	4.1%	.	.	6%	6%	.	.	.	-0.4%
CC(C)=NOCC(=O)Nn1c(COc2c(C)cccc2C)nc2ccccc2c1=O	.	0.6%	.	.	-1%	6%	.	.	.	-0.3%
CCOC(=O)C1CCN(c2nc(C)nc3c2oc2ccccc23)CC1	-25%	1.3%	1.4%	-25%	1%	4%	1.1	.	.	1.7%
CN1C(=O)c2ccc(C(=O)Nc3nccs3)cc2C1=O	2%	-0.8%	-0.1%	2%	1%	-1%	1.1	-0.09	1562	-0.2%
CC(=O)c1ccc(S(=O)(=O)N(C)CC(=O)N2CCCCCC2)cc1	.	0.1%	.	.	-8%	6%	.	.	.	0.1%
CN(C)CCCN(CCCNC(=O)/C=N/O)Cc1ccccc1	3%	1.2%	-2.7%	5%	2%	16%	1	0.76	1527	-0.1%
CC(C)c1ccc(C(=O)CC2(O)C(=O)N(CN3CCOCC3)c3ccccc32)cc1 (centres undefined)	11%	0.6%	-2.5%	11%	7%	-1%	1.1	-0.21	1205	0.4%
COC(=O)c1ccccc1NC(=O)CNC(=O)c1ccc(OC)c(OC)c1	-6%	0.1%	2.6%	-5%	-4%	4%	1.3	-0.09	1595	0.9%
COc1ccc(Nc2ncnc3sc(C)cc23)cc1	.	4.0%	.	.	0%	9%	.	.	.	-0.6%
Cc1ccc2cccc(OCCCOc3ccccc3F)c2n1	.	5.5%	.	.	-2%	7%	.	.	.	-2.3%
CCCc1nnc(SCC(=O)N2C(C)CCCC2C)n1CC (centres undefined)	-26%	-0.1%	-0.6%	4%	0%	12%	1.1	0.87	1275	-0.2%
COc1cc(C2Nc3ccccc3C(=O)N2c2ccccc2OC)ccc1O (centres undefined)	7%	1.7%	-2.9%	-6%	-1%	18%	1	1.3	718	.
Nc1ccccc1Sc1ccc(C(F)(F)F)cc1[N+](=O)[O-]	.	3.0%	.	.	-3%	7%	.	-0.05	1506	-0.1%

# The order is random. About 1.5% of those tested had a hit in this group.
